NSD2 inh: NSD2 histone methyltransferase inhibitors, primary screen, biochemical, AlphaScreen, single concentration, set 2; Histone-lysine N-methyltransferase NSD2 (Homo sapiens), O96028; 0.54% of 310,000 active; NSD2 peptide methylation, 120 min; inhibition, % at 12.5 µM; in the data active = inhibition above about 50%
Target sequence (O96028 whole entry, looked up): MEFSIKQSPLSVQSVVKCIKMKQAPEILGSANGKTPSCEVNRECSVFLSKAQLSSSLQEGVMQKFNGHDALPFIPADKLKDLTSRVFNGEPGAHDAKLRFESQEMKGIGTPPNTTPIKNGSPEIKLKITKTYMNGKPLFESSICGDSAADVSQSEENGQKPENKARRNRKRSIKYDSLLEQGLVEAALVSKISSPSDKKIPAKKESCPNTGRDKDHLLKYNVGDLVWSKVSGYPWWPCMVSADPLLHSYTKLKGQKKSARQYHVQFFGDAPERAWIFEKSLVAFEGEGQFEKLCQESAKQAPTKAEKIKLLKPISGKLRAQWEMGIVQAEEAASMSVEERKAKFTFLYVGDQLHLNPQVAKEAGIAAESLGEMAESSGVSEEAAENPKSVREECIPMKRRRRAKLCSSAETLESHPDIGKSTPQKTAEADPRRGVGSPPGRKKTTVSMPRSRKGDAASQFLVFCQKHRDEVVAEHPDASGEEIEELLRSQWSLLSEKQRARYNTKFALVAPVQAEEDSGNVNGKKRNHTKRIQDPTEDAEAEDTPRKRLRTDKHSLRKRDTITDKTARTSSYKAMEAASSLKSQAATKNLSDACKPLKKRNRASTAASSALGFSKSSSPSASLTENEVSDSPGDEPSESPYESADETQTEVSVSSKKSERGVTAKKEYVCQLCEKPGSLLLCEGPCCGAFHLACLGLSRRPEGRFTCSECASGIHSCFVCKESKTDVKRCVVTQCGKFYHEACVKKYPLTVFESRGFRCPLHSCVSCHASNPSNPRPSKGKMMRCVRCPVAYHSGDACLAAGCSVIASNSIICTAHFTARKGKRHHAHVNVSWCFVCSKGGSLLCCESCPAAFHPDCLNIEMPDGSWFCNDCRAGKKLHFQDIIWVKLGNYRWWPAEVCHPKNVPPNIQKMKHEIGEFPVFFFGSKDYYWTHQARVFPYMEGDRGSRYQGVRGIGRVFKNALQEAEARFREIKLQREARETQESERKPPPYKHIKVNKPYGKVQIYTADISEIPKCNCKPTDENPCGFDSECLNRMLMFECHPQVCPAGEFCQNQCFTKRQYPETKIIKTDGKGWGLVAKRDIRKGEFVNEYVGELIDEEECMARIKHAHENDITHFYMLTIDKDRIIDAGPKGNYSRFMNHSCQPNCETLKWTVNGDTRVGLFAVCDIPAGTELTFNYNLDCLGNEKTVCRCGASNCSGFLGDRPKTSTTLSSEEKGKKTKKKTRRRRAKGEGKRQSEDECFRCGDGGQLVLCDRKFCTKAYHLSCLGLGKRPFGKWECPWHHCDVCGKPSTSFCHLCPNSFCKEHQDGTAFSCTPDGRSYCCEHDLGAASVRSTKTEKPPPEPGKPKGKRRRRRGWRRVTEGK
PKA-R1A activ: activators of PKA-R1A holoenzyme, primary screen, biochemical, fluorescence polarization, Cy5-IP20, bovine R1A, mouse PKAc; cAMP-dependent protein kinase type I-alpha regulatory subunit (Bos taurus) + …; PKA-R1A dissociation; scaled: DMSO 0%, 113 µM cGMP 100%; activation, % at 11.4 µM; 0.083% of 340,000 active;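 active = percent activation above the mean of all tested compounds plus 3 SD, cut at about 19% in these data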;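 note: higher means more PKAc released from R1A so a rise in polarization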
CDK5 p35 inh: inhibitors of human CDK5/p35 kinase, primary screen, biochemical, single concentration; 0.01% of 330,000 active; Recombinant CDK5/p35, ADP-Glo luminescence, 60 min; Cyclin-dependent kinase 5 (Homo sapiens) + Cyclin-dependent kinase 5 activator 1 (Homo …; inhibition, % at 10 µM; AID 488839, 2010;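 active = highest replicate inhibition of at least 50% and at least 75% of replicates reaching 50%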;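 note: plate controls were DMSO neutral control for no effect and GW8510 at 10 µM for full effect; many of its hits are not listed in these tables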
PKA-R2B activ: activators of PKA-R2B holoenzyme, primary screen, biochemical, fluorescence polarization, Cy5-IP20, human. cAMP-dependent protein kinase catalytic subunit beta (Homo sapiens) + cAMP-dependent …. PKA-R2B holoenzyme dissociation; R2B truncated from residue 108, S112A mutant; 0% DMSO only, 100% 113 µM cGMP. activation, % at 11.4 µM. 0.079% of 340,000 active. AID 504700, 2011;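 active = activation above a cutoff set at the mean over all compounds plus 3 SD, cut at about 18% in these data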;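 note: higher means more holoenzyme dissociation and a rise in polarization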
MITF act: activators of MITF-driven TRPM1 promoter reporter, primary screen, cell-based, SK-MEL-5, luciferase, single point. SK-MEL-5 TRPM1-promoter luciferase, 24 h; % of positive control, neutral wells = 0. activation, % at 12.5 µM. 0.75% of 300,000 active;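 active = mean activation of at least 80% with every replicate also reaching 80%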;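 note: 0% = neutral control wells and 100% = parthenolide positive control wells; values of inactives mirror those of a sister screen read the other way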
Arr AP2 block: inhibitors of beta-arrestin/AP2 binding, primary screen, biochemical, GPCR trafficking, flow cytometry; beta-arrestin 1 C-terminal peptide binding to AP2 beta2-adaptin appendage (human); FITC-arrestin peptide / GST-AP2 beads; AP2 beta2 appendage carries R879A mutation; inhibition, % at 10 µM; 0.31% of 340,000 active; AID 504490, 2011;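 active = inhibition above a set limit, near 3 SD of compounds lacking own fluorescence, cut at about 54% in these data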;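 note: plate controls were DMSO wells for no effect and 5 µM unlabelled arrestin peptide for full effect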
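Test system: GST-tagged AP2 beta2-adaptin appendage (R879A) on 4 µm glutathione beads; also added: fluorescein-tagged arrestin peptide at 50 nM final; timing: 12 min plus 1 h, RT; signal: flow cytometry, FL1 (488/535 nm); read-out: percent drop in bead-associated FITC signal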
SR-BI DiI-HDL act: activators of SR-BI mediated DiI-HDL uptake, primary screen, ldlA[mSR-BI] CHO cells, DiI fluorescence; activation, % at 12.5 µM; 0.096% of 320,000 active; 3 h; 100 = double the neutral-control signal;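 active = mean replicate activation of at least 60% and every replicate at or above 60%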;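 note: 0% = median plate neutral-control signal and 100% = twice that signal; values of inactives mirror those of a sister screen read the other way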
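Material: SR-BI-overexpressing, LDLR-lacking CHO cells; schedule: compound exposure 3 h, 37 °C; reagent: DiI-labelled HDL at 10 µg/mL final; technique: bottom-read fluorescence, 550/595 nm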
SR-BI DiI inh: inhibitors of SR-BI mediated HDL lipid uptake, primary screen, ldlA[mSR-BI] cells, fluorescence, single point; Scavenger receptor class B member 1 (Mus musculus), Q61009; inhibition, % at 12.5 µM; AID 488896, 2010; 0.96% of 320,000 active; ldlA[mSR-BI] CHO cells, DiI-HDL uptake fluorescence, 3 h;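 active = mean replicate inhibition of at least 70% and a set share of replicates each scoring 70 or more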;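 note: 0% = median of neutral control wells and 100% = median of positive control wells; values of inactives mirror those of a sister screen read the other way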
Mot1-301 SUMO: yeast Mot1-301 growth rescue at high temperature, primary screen, SUMOylation pathway inhibitor project, S. cerevisiae, ATP luminescence, 38.5C; S. cerevisiae Mot1-301 growth rescue; percent above DMSO median, 100 means doubled; growth rescue, % at 18.8 µM; 1% of 320,000 active; AID 2716, 2010;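 active = every valid replicate shows activation above 250% relative to neutral control wells; inactive = the rest, any valid replicate at or below 250%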;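 note: OY570 slx delta 5 strain wells were the positive control but not used for scaling; some compounds called inactive have numbers as strong as hits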
DSG3 Ab inh: inhibitors of pemphigus antibody binding to DSG3, primary screen, biochemical, bead-based, flow cytometry, scFv-GFP | Desmoglein-3 (Homo sapiens), P32926 | DSG3-coupled beads, scFv-anti-DSG3-GFP binding; active compounds read low | binding (percent of control), % at 10 µM | 0.48% of 310,000 active;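 active = binding more than 3 SD below its plate's average and above zero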;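 note: hits lower antibody fragment binding to DSG3; some compounds called inactive have numbers as strong as hits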
dFosB activator: activators of delta FosB homodimer, primary screen, biochemical, fluorescence polarization, TAMRA-CDK5 oligo, single point; activation, % at 25 µM; purified delta FosB; percent of positive-control signal above neutral wells; 0.99% of 340,000 active; AID 493131, 2011; Protein FosB (Mus musculus), P13346;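 active = mean activation above about 17%, with every replicate also reaching it, limit read from the data, passing the limit was not always enough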;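 note: fluorescence polarization rise as delta FosB binds a TAMRA Cdk5 AP-1 oligo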
The depositor's hits bear a star; x = no result given. This is a random part of the collection (roughly 4.7% active in at least one column).

SMILES	NSD2 inh	PKA-R1A activ	CDK5 p35 inh	PKA-R2B activ	MITF act	Arr AP2 block	SR-BI DiI-HDL act	SR-BI DiI inh	Mot1-301 SUMO	DSG3 Ab inh	dFosB activator
CC(=O)Nc1ccc(S(=O)(=O)NCCNS(=O)(=O)c2ccc(NC(C)=O)cc2)cc1	-7	-3	0.3	8	-1	-3	26	-26	319	102	2
CC1CCC(=O)N(CCOc2ccccc2)CC1 (configuration not stated)	x	-3	0.6	2	50	2	5	-5	-13	98	-2
CC(c1ccco1)N(C(=O)COc1ccc(Cl)cc1Cl)c1ccccn1 (configuration not stated)	-1	2	-14	11	105*	1	30	-30	2	98	-3
COc1cccc(CNCCO)c1OCc1ccccc1Cl	4	-7	-1.4	-6	2	1	34	-34	-1	101	3
CCN(Cc1ccccc1)CC(O)COC(c1ccc(OC)cc1)c1ccc(OC)cc1 (configuration not stated)	8	-4	2.2	9	7	-3	-24	24	66	x	-16
N#Cc1cccc(N=c2ssnc2Cl)c1	1	x	-1.4	x	1	-19	17	-17	x	106	5
Cc1cc2c3c(c1)C1(C(=O)N3C(C)(C)CC2C)C(C#N)=C(N)Oc2n[nH]c(C)c21 (configuration not stated)	3	2	1.3	11	-7	2	22	-22	35	103	-1
O=S(=O)(Oc1ccccc1)c1ccc(Cl)c(Cl)c1	0	5	-1.0	-1	16	2	8	-8	x	127	12
CC(C)OC(=O)C1OC1(C)c1ccccc1 (configuration not stated)	1	-3	0.4	3	-1	38	19	-19	x	96	1
CCNC(=S)N=Nc1c(O)n(Cc2ccc(Cl)cc2)c2ccccc12	0	-3	-1.2	-7	4	-5	-21	21	x	90	-12
Nc1c(N(CCCO)C(=O)C2CCCC2)c(=O)[nH]c(=O)n1Cc1ccccc1	-4	2	-1.4	-5	5	8	8	-8	103	110	-7
COc1ccc(OC(=O)c2c(C)nn(-c3ccccc3)c2C)cc1	-9	-5	-5.9	8	71	8	-42	42	-12	x	-10
N#Cc1nc(COc2ccccc2F)oc1NCCc1ccccc1	-2	1	0.8	-8	x	-5	-20	20	-11	101	-14
Cc1nc(CN2CCN(C(=O)NC3(c4ccccc4)CC3)CC2)cs1	-1	-10	-0.4	-12	x	5	28	-28	1	96	1
CC(=O)c1cccc(NC(=O)c2cnn3ccccc23)c1	x	-14	7.6	0	x	2	-11	11	-2	104	-25
Cc1ccc(/C=N/N2CCN(c3ccccn3)CC2)o1	9	-9	1.0	1	61	10	6	-6	-1	x	-5
COCCNC(=O)C(c1ccc(OC)cc1)N(C(=O)Cn1nnc2ccccc21)c1cccnc1 (configuration not stated)	2	-11	0.0	-11	-15	-4	17	-17	-11	99	-6
O=C(CNC(=O)c1ccco1)Nc1ccc(F)cc1	0	-7	-0.3	2	12	5	17	-17	310	104	-4
COc1ccc(NS(=O)(=O)c2cc(NC(=O)Cc3cccs3)ccc2C)cc1	-5	0	-2.0	2	2	4	-22	22	6	101	-1
Cc1ccc(C)c(OCCC(=O)NNC(=O)Cn2nc(C)cc2C)c1	0	6	-5.0	-22	-6	4	-2	2	5	106	-1
COc1ccccc1N1C(=O)CC(N2CCN(c3ccc([N+](=O)[O-])cc3)CC2)C1=O (configuration not stated)	2	5	-0.5	-4	x	1	9	-9	3	111	3
O=C1CC(C(=O)O)S/C(=N\N=C\c2ccc(Br)cc2)N1 (configuration not stated)	x	7	0.9	-2	-3	9	23	-23	11	107	1
CC(C)(C)c1cc(NC(=O)c2cccs2)no1	-3	6	2.3	5	63	18	15	-15	-12	111	-6
Cc1ccccc1Nc1nc(N)nc(COC(=O)CCC(=O)c2ccc(F)cc2)n1	1	-10	-8.0	-2	8	4	12	-12	x	109	-1

Reprinted at random: six records from the list, in no set order.
SMILES	NSD2 inh	PKA-R1A activ	CDK5 p35 inh	PKA-R2B activ	MITF act	Arr AP2 block	SR-BI DiI-HDL act	SR-BI DiI inh	Mot1-301 SUMO	DSG3 Ab inh	dFosB activator
CC(=O)c1cccc(NC(=O)c2cnn3ccccc23)c1	x	-14	7.6	0	x	2	-11	11	-2	104	-25
CC(C)(C)c1cc(NC(=O)c2cccs2)no1	-3	6	2.3	5	63	18	15	-15	-12	111	-6
N#Cc1nc(COc2ccccc2F)oc1NCCc1ccccc1	-2	1	0.8	-8	x	-5	-20	20	-11	101	-14
Cc1ccc(C)c(OCCC(=O)NNC(=O)Cn2nc(C)cc2C)c1	0	6	-5.0	-22	-6	4	-2	2	5	106	-1
COc1ccccc1N1C(=O)CC(N2CCN(c3ccc([N+](=O)[O-])cc3)CC2)C1=O (configuration not stated)	2	5	-0.5	-4	x	1	9	-9	3	111	3
O=C(CNC(=O)c1ccco1)Nc1ccc(F)cc1	0	-7	-0.3	2	12	5	17	-17	310	104	-4

Structural class, the entries above containing a thiophene ring, fused or not
SMILES	NSD2 inh	PKA-R1A activ	CDK5 p35 inh	PKA-R2B activ	MITF act	Arr AP2 block	SR-BI DiI-HDL act	SR-BI DiI inh	Mot1-301 SUMO	DSG3 Ab inh	dFosB activator
COc1ccc(NS(=O)(=O)c2cc(NC(=O)Cc3cccs3)ccc2C)cc1	-5	0	-2.0	2	2	4	-22	22	6	101	-1
CC(C)(C)c1cc(NC(=O)c2cccs2)no1	-3	6	2.3	5	63	18	15	-15	-12	111	-6

Carrying on:
SMILES	NSD2 inh	PKA-R1A activ	CDK5 p35 inh	PKA-R2B activ	MITF act	Arr AP2 block	SR-BI DiI-HDL act	SR-BI DiI inh	Mot1-301 SUMO	DSG3 Ab inh	dFosB activator
CSCC[C@H](NC(=O)OC(C)(C)C)C(=O)N/N=C/c1c(C)[nH]c(=O)[nH]c1=O	3	-8	1.0	-2	-6	1	9	-9	3	107	1
O=C(COC(=O)c1cccs1)NCc1ccccc1	0	2	-0.6	4	7	3	-4	4	x	105	-4
COc1ccc(Cl)cc1NC(=O)CN(C1CCCCC1)S(C)(=O)=O	x	-1	-0.6	0	4	-2	-11	11	3	x	-4
Cc1ccc(NC(=O)CN(C)S(=O)(=O)c2cccs2)cc1C	-2	-1	1.0	1	45	0	-13	13	10	102	1
Cc1ccc(C(=O)CN(CCC(=O)O)C(=O)c2ccncc2)cc1	x	-1	-0.6	-15	3	4	27	-27	5	104	3
CCCc1cc(C(=O)N/N=C/c2cccn2C)cs1	5	11	-2.5	-1	71	-6	1	-1	16	x	-5
Cc1cccc(OCC(O)CN2CCc3ccccc3C2)c1 (configuration not stated)	-13	-3	x	-4	-10	1	4	-4	0	96	-2
Cc1cc(C(C)(C)C)oc1C(=O)O	-2	-5	-1.1	1	-6	5	11	-11	122	98	-4
Cc1ccc2c(c1)C(=O)CC1(CCC(C(C)(C)C)CC1)O2 (configuration not stated)	x	0	-1.6	2	5	x	-3	3	-16	100	1
O=P(Cc1ccccc1O)(c1ccccc1)c1ccccc1	2	-6	0.2	7	6	-24	-20	20	0	x	5
COc1ccccc1/C=C1\SC(=O)N(CCC(=O)N2CCCCC2CCO)C1=O (configuration not stated)	1	0	0.3	-2	10	3	-18	18	4	100	-12
COc1cc(NS(=O)(=O)c2ccc(NC(=S)NC(=O)/C=C/c3ccc(OC)c(OC)c3)cc2)ncn1	0	-15	-0.8	7	-1	46	-16	16	126	100	2
CC(NC(=O)c1ccc(S(=O)(=O)Nc2ccccc2)cc1)c1ccc(S(N)(=O)=O)cc1 (configuration not stated)	-2	-3	0.6	-9	-5	-3	x	7	0	108	-12
O=C(O)c1ccc(N=Cc2c(O)ccc3ccccc23)cc1	8	-3	-0.8	1	x	-8	19	-19	42	116	5
COc1ccc(S(=O)(=O)NC2CC3CCC2C3)cc1Br (configuration not stated)	-3	-5	1.0	-1	x	3	19	-19	40	131	-4
CCn1cc(/C=C(/C#N)S(=O)(=O)c2ccccc2)cn1	-7	3	-1.7	2	15	8	23	-23	-1	99	2
CC1(c2ccccc2Cl)NC(=O)N(CC(=O)Nc2ccc(N3CCOCC3)cc2)C1=O (configuration not stated)	8	0	-1.9	-5	9	-10	-27	27	-3	x	-15
O=C(COC(=O)c1ccc(O)cc1)Nc1ccc2c(c1)OCCO2	2	2	0.7	-5	51	16	9	-9	-4	120	-5
COc1ccc(CN2C(=O)c3cccnc3C2=O)cc1S(=O)(=O)NCc1ccco1	-4	-5	x	-4	15	3	6	-6	102	98	-8
Fc1ccc(CN2CCCCCCC2)cc1F	0	5	0.2	15	-3	33	0	0	3	99	-2
O=[N+]([O-])c1cccc(S(=O)(=O)NCC2CC3CCC2C3)c1 (configuration not stated)	2	9	0.0	-6	x	10	-12	12	-22	91	-5

High-throughput results: PubChem BioAssay, several laboratories
